TTR transcr act: TTR transcription activators in neuroblastoma reporter cells, primary screen, cell-based, luminescence, SH-SY5Y, TTR promoter Gaussia luciferase; 92,000 tested, 1.3% active; AID 1117267, 2014; 100% = recombinant luciferase protein wells; activation, % at 16.7 µM;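 active means activation above the mean of all tested compounds plus 3 SD, cut at about 9.5% in these data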;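 further: cells exposed to compounds for one day before reading; 0% = median of all test compound wells on the plate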
Starred values were filed as active, the others as inactive. This is a subset; the hit share may differ from the screen's.

nr	Molecule	TTR transcr act
1	CCCNC(=O)c1ccc(N2CCC3(CC2)CC(c2ccccc2)=NO3)c(NC(=O)c2ccco2)c1	19.2*
2	COc1cccc(C(=O)N2CCCC(c3nc(-c4cccs4)no3)C2)c1 (configuration not stated)	1.5
3	Clc1ccc(-n2ncc3c(N4CCCCCC4)ncnc32)cc1	4.2
4	O=C(NCCN1CCOCC1)C(=O)NCc1ccco1	-1.5
5	CC1CN(CCOc2ccccc2C(C)C)CC(C)O1 (configuration not stated)	0.0
6	CN(CC(=O)Nc1ccc(F)cc1)C(=O)CN1C(=O)NC2(CCCCC2)C1=O	0.2
7	O=C(NCc1ccccc1C(F)(F)F)C12CN(Cc3ccccc3)CC1C(c1ccc([N+](=O)[O-])cc1)=NO2 (configuration not stated)	0.8
8	Cc1c(NC(=O)COC(=O)C2(c3ccccc3F)CCCC2)c(=O)n(-c2ccccc2)n1C	-0.2
9	CCCCNC(=O)c1nc(-c2cccnc2)oc1-c1ccc(OC(F)(F)F)cc1	0.1
10	CC(C)n1c(=O)c2ccccc2n1Cc1cn(Cc2cccs2)nn1	1.0
11	CCOC(=O)C1C(=O)CC(C)(O)C(C(=O)OCC)C1c1ccc(SC)cc1 (configuration not stated)	-1.6
12	CC(=O)Nc1nc2c(C)cc(NC(=O)C3CCCCC3)cc2s1	-1.7
13	CC1CCN(C(=O)COC(=O)c2n[nH]c(=O)c3ccccc23)CC1	0.2
14	CC(C)(C)c1ccc(C(=O)Nc2cc(Cl)ccc2C(=O)O)cc1	-2.1
15	Cc1cc(C)cc(Nc2c3c(nc4ncnn24)CCC3)c1	-0.2
16	CC(C)(C)C(=O)Nc1nc(C2CCCN2S(=O)(=O)c2ccc(Cl)cc2)cs1 (configuration not stated)	-5.7
17	O=S(=O)(Nc1ccc(Cl)cc1)c1ccc2c(c1)CCO2	-3.2
18	O=C1C(=O)N(CCCO)C(c2ccc(Br)cc2)/C1=C(\O)c1ccc(Br)cc1 (configuration not stated)	-1.1
19	COCCCn1cnnc1SC(C)C(=O)Nc1ccc(S(=O)(=O)N2CCOCC2)cc1 (configuration not stated)	0.9
20	CC1CN(CCCCSc2ccccc2)CC(C)O1 (configuration not stated)	-1.4
21	S=c1[nH]nc2n1CCCN2	-1.4
22	COc1ccc(CCN2CC(C(=O)NCCc3ccccc3C(F)(F)F)CCC2=O)cc1 (configuration not stated)	0.4
23	CCc1cc2c(SCC(=O)Nc3ccc(Cl)cn3)ncnc2s1	0.7
24	COc1ccc(-c2cc(C(=O)Nc3c(C)n(C)n(-c4ccccc4)c3=O)c3ccccc3n2)c(OC)c1	-0.6
25	COc1ccc(OC)c(-c2csc(N(C)C(=O)Cc3ccccc3)n2)c1	6.6
26	CC(NC(=S)NCCCN1CCOCC1)C1CC2CCC1C2 (configuration not stated)	-1.3
27	O=C(CCN1C(=O)/C(=C/c2ccccc2Cl)SC1=S)NNC(=O)c1cccnc1	-0.1
28	OC(COc1ccc2c(c1)OCO2)CN1CCCC1 (configuration not stated)	0.3
29	Cc1ccc(NC(=O)C[n+]2cc(-c3ccccc3)n3c2CCC3)cc1	0.2
30	O=C(O)COc1ccccc1/C=N/NC(=O)c1cccc(S(=O)(=O)Nc2cccc(Cl)c2)c1	2.8
31	COc1cccc(CNC(=O)[C@H](C)NC(=O)C2CCN(S(=O)(=O)c3ccccc3)CC2)c1	6.6
32	O=S(=O)(c1ccc(Cl)nc1)N(Cc1ccccc1)Cc1ccccc1	-2.7
33	Fc1cc(Cl)c(OCc2noc(-c3ccsc3)n2)c(Cl)c1	-1.2
34	CC(=O)Nc1cc2c(=O)n(Cc3ccccc3)c(C)nc2cc1N1CCOCC1	0.7
35	CN(C)CCNC(=S)Nc1ccc(Br)cc1	-0.4
36	CCOC(=O)C(CN1CCCC1)c1ccccc1 (configuration not stated)	3.9
37	Cc1cc(-c2nnc(CSc3nnc(NC(=O)c4ccc(C(C)(C)C)cc4)s3)o2)ccc1[N+](=O)[O-]	0.4
38	O=C(O)CSCC(=O)N1CCCN(c2nc3ccc(Cl)cc3s2)CC1	-0.7
39	O=C(COc1nsnc1N1CCOCC1)Nc1ccc(Cl)cc1	-1.6
40	Cc1nc2ncnn2c(C)c1CCC(=O)Nc1ccc(S(=O)(=O)N2CCCCCC2)cc1	1.8
41	Cc1ccc2cc(CCNC(=O)C(C)C)c(=O)[nH]c2c1	0.8
42	COC(=O)N/N=C/c1ccc(-c2cc(Cl)cc(Cl)c2)o1	-2.8
43	NC(=O)C1(N2CCCCC2)CCN(C(=S)Nc2ccc(F)cc2)CC1	1.4
44	Cc1ccc(C(=O)Nc2cccc(C(=O)N/N=C/c3ccc(O)cc3)c2)cc1	-0.6
45	O=C(Nc1ccc(F)cc1F)c1ccco1	-1.1
46	OCC1(CCc2ccccc2)CCCN(CCCC(F)(F)F)C1 (configuration not stated)	0.6
47	CCOC(=O)C1OC1(c1ccccc1)c1ccccc1 (configuration not stated)	1.8
48	COc1ccc(/C=N/NC(=O)c2ccc(Br)cc2)cc1Cn1cc(Cl)cn1	0.0
49	COc1ccc(C(=O)Nc2ccc(C(=O)N3CCCC3)cc2)cc1[N+](=O)[O-]	0.5
50	CCCN1C(=O)N(c2cccc(C)c2)C(C)(O)CC1(C)C (configuration not stated)	2.5
51	Cn1c(=O)c2c(nc(NC3CCCCC3)n2CC(=O)C23CC4CC(CC(C4)C2)C3)n(C)c1=O	-2.8
52	Cc1ccc(NC(=O)C(OC(=O)c2ccc(F)cc2)c2ccccc2)cc1Cl (configuration not stated)	1.3
53	CC(C)(C)c1ccc(C2=CC(c3ccccc3F)n3ncnc3N2)cc1 (configuration not stated)	-5.0
54	Cc1cccc(/C=N\NC(=O)c2ccc(Cl)cc2)c1O	-3.7
55	CCc1c(C)nc(SCC(=O)N2CCCCC2C)[nH]c1=O (configuration not stated)	2.7
56	COc1ccc(CN2CCC(=O)N([C@H](CO)Cc3ccccc3)CC2)cc1OC	2.6

The results go on.
nr	Molecule	TTR transcr act
57	Cc1c(C(=O)NN)nc2ccccn12	-0.2
58	Cc1ccc(C2(O)C(=O)c3ccccc3C2=O)c(O)c1C	-0.7
59	Cc1nc(NCCCn2ccnc2)c2oc3ccccc3c2n1	48.5*
60	COc1ccc(NS(=O)(=O)c2ccc(-c3cnc(C4CC4)o3)cc2)cc1OC	-4.0
61	COc1ccc(F)cc1-c1cc(NC(C)=O)c2ncc(-c3cc(OC)c(OC)c(OC)c3)n2c1	-2.1
62	O=C(NCC1CC1)c1ccc(-n2ccnc2)c2ccoc12	1.1
63	COc1ccccc1-n1nnnc1SCc1ccccc1	-0.6
64	Oc1ccc(-c2n[nH]c(=S)n2-c2ccc3c(c2)OCCO3)cc1	1.0
65	Cc1ccc(N2Cc3ccccc3OC(C)C2=O)cc1 (configuration not stated)	0.8
66	Cc1ccc(-c2noc(CN3CCN(c4ccccc4F)CC3)n2)cc1	-1.0
67	COCCn1c(C)cc(/C=C2\NC(=S)N(C)C2=O)c1C	4.5
68	CCC(C)(C)NC(=O)c1ccc2c(c1)OCCO2	1.9
69	Fc1ccc(-c2ccc(/C=N/n3cnnc3)o2)cc1	-2.6
70	O=C(NCCSCc1ccco1)Nc1cc(Cl)cc(Cl)c1	-0.4
71	COc1ccc(/C=C2/SC(=S)NC2=O)cc1OCc1ccccc1	0.0
72	CC(NS(=O)(=O)c1ccc([N+](=O)[O-])cc1)C(c1cccs1)N1CCOCC1 (configuration not stated)	5.3
73	O=C(c1cc(=O)[nH]c2ccccc12)N1CCN(c2ccc([N+](=O)[O-])cc2)CC1	-1.1
74	CCn1c(=N)c(S(=O)(=O)c2ccccc2)cc2c(=O)n3ccccc3nc21	-0.1
75	Cc1ccc(Cl)cc1N1CCN(Cc2nc3ccsc3c(=O)[nH]2)CC1	-1.8
76	Cc1n[nH]c(=O)nc1N/N=C/c1ccc(O)c([N+](=O)[O-])c1	-1.7
77	Cc1ccc(-c2ccc(OCC(=O)N3CCOCC3)cc2)cc1	-0.6
78	CC(CN1CCN(c2ccccc2)CC1)c1ccccc1 (configuration not stated)	-0.4
79	COc1cc2c(cc1NC(=O)COC(=O)CNS(=O)(=O)c1ccc(C)cc1)oc1ccccc12	-0.2
80	COCCNC(=O)[C@H]1N2C(=O)c3ccccc3C2SC1(C)C (some centres not stated)	-1.1
81	S=C(NC1CCCCC1)N1CCOCCOCCN(C(=S)NC2CCCCC2)CCOCCOCC1	-1.3
82	Cc1ccc(S(=O)(=O)CCC(=O)O)cc1C	-1.5
83	Cc1cc(C(=O)N/N=C/C=C/c2cccc([N+](=O)[O-])c2)n[nH]1	0.3
84	CC1=CN2C(=N)/C(=C/c3ccco3)C(=O)N=C2S1	-0.5
85	Cc1ccc(S(=O)(=O)N2OC(c3ccccc3)C[C@H]2CC=C(c2ccccc2)c2ccccc2)cc1 (some centres not stated)	-0.9
86	Cn1c(N)c(C(=O)COC(=O)CCc2nc3ccccc3s2)c(=O)n(C)c1=O	0.7
87	COC(=O)C[C@@H]1CC[C@@H](NS(=O)(=O)c2ccccc2OC)[C@@H](CO)O1	0.2
88	O=C(NCCCn1ccnc1)c1ccc2c(c1)OCCO2	-0.8
89	COc1ccc(-c2cnnn2-c2ccc([N+](=O)[O-])cc2)cc1	-0.4
90	CC1CCN(S(=O)(=O)c2ccc(C(=O)Nc3ccccc3-c3nc4ccccc4[nH]3)cc2)CC1	-2.2
91	COc1cc(CC(=O)Nc2ccc3nc(SC)sc3c2)cc(OC)c1OC	-0.8
92	Cc1cccc(-n2ncc3c(N4CCC(C)CC4)ncnc32)c1	-1.8
93	CN(C)/C=C/C(=O)c1cnc2sccn2c1=O	0.1
94	O=C(CSc1nc(-c2ccco2)cc(C(F)(F)F)n1)NCCCN1CCOCC1	0.1
95	COc1ccc(S(=O)(=O)NC2CC(C)(C)NC(C)(C)C2)cc1	-0.4
96	COCC(=O)NCc1ccc2c(c1)cc(C)n2C	1.1

A second format for part of the listing above.
[90] CC1CCN(S(=O)(=O)c2ccc(C(=O)Nc3ccccc3-c3nc4ccccc4[nH]3)cc2)CC1
  TTR transcr act: -2.2
[91] COc1cc(CC(=O)Nc2ccc3nc(SC)sc3c2)cc(OC)c1OC
  TTR transcr act: -0.8
[92] Cc1cccc(-n2ncc3c(N4CCC(C)CC4)ncnc32)c1
  TTR transcr act: -1.8
[93] CN(C)/C=C/C(=O)c1cnc2sccn2c1=O
  TTR transcr act: 0.1

(list continues)
nr	Molecule	TTR transcr act
97	COc1cc2c(cc1OC)C(c1cccc(Cl)c1)CC(=O)N2 (configuration not stated)	0.1
98	COc1cccc(C(=O)Nc2cc(S(=O)(=O)N3CCCCC3)ccc2OC)c1	3.6
99	NS(=O)(=O)c1cc(C(=O)OCCNC(=O)c2ccccc2)c(Cl)cc1Cl	0.3
100	O=C(N/N=C/c1ccc(OC(F)F)cc1OC(F)F)c1cccc(S(=O)(=O)N2CCOCC2)c1	-1.1
101	COc1cccc(NS(=O)(=O)c2ccc3c(c2)CC(=O)N3)c1	-1.3
102	Cc1ccc(C(=O)NC(C)c2ccc(-n3ccnc3)cc2)cc1 (configuration not stated)	4.3
103	Cc1ccc(C)n1-c1ccc(C(=O)N2CCC(C(N)=O)CC2)cc1	1.7
104	O=c1[nH]nc(N/N=C/c2ccc(Cl)cc2Cl)c(=O)[nH]1	0.6
105	O=C(NCc1cccnc1)Nc1ccccc1C(F)(F)F	1.0
106	CC(=O)c1ccc(N2C(=O)[C@@H]3C(C(=O)CCN4C(=O)c5ccccc5C4=O)=NN[C@@H]3C2=O)cc1	-0.3
107	COc1ccc(C(=O)COC(=O)C(CCSC)NC(=O)COc2ccccc2)c(OC)c1 (configuration not stated)	0.7
108	COC(=O)C(C)Sc1nc2c(c(-c3ccc(OC)cc3)c1C#N)-c1ccccc1C2=O (configuration not stated)	-0.3
109	Cc1ccc2cc3cc(C(=O)NCCCN4CCCCCC4)oc3nc2c1	0.3
110	Cc1nc(CNC(=O)C2CCC(=O)N(CCc3ccc(Cl)cc3)C2)sc1C (configuration not stated)	1.2
111	CS(=O)(=O)c1ccc(C(=O)NCC2(N3CCOCC3)CCCCC2)cc1	-1.0
112	Cc1nc2ccccc2c2oc(C(=O)Nc3ccc(C(C)C)cc3)cc12	1.4
113	Cn1nccc1C(=O)N(CCN1CCCCC1)CC1CCCN(C2CCCC2)C1 (configuration not stated)	2.8
114	CCCCn1nnnc1C1(C)CCC(=O)N1Cc1cccc(F)c1 (configuration not stated)	-0.9
115	O=C1c2ccccc2CSc2c(O)cccc21	-1.8
116	Cn1cc(CN2CCc3c([nH]c4ccccc34)C2C(C)(C)C)cn1 (configuration not stated)	0.5
117	Cc1nc(NCCc2ccc(F)cc2)c(C#N)c(C)c1[N+](=O)[O-]	7.3
118	Cc1ccc(F)c(NC(=O)/C(C#N)=C(\O)c2ccc(C(C)(C)C)cc2)c1	-2.4
119	C/C(=N\NC(=O)C(N)=O)c1cccc([N+](=O)[O-])c1	3.3
120	O=C(NC1CCCC1)c1cnn2c(C(F)(F)F)cc(-c3ccco3)nc12	-1.9
121	Clc1ccc2c(N/N=C/c3cccc(Br)c3)ccnc2c1	-2.6
122	CCCn1c(N)c(C(=O)COC(=O)CNC(=O)c2ccc(C)c(C)c2)c(=O)n(C)c1=O	-0.9
123	CCOC(=O)C(Cc1ccccc1)CP(=O)(OC)[C@@H](C)NC(=O)OCc1ccccc1 (some centres not stated)	-0.4
124	CCN(CC)C(=O)Oc1nnc(SC(C)C)n1-c1ccc(Cl)c(Cl)c1	1.3
125	CC(=O)Nc1c(Cl)c(Cl)c2c(c1Cl)Cc1cc(Cl)ccc1-2	0.1
126	Cc1ccccc1C(=O)c1cccn1CC(=O)NCc1ccc(F)cc1	2.6

Five compounds already listed, ordered by the value under TTR transcr act, lowest first.
nr	Molecule	TTR transcr act
121	Clc1ccc2c(N/N=C/c3cccc(Br)c3)ccnc2c1	-2.6
122	CCCn1c(N)c(C(=O)COC(=O)CNC(=O)c2ccc(C)c(C)c2)c(=O)n(C)c1=O	-0.9
123	CCOC(=O)C(Cc1ccccc1)CP(=O)(OC)[C@@H](C)NC(=O)OCc1ccccc1 (some centres not stated)	-0.4
125	CC(=O)Nc1c(Cl)c(Cl)c2c(c1Cl)Cc1cc(Cl)ccc1-2	0.1
126	Cc1ccccc1C(=O)c1cccn1CC(=O)NCc1ccc(F)cc1	2.6

Screening data deposited in PubChem by The Scripps Research Institute Molecular Screening Center.
